Compound activity from PubChem.
PREPL inh – human PREPL enzyme inhibition. Q4J6C6. recombinant PREPL, fluorescence polarization activity-based probe. inhibition, % at 5.96 µM. 320,000 tested, 0.68% active; in the data active = inhibition above about 43%;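 also: 0% = enzyme with DMSO and 100% = wells lacking enzyme; many of its hits are not listed in these tables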
Target sequence (Q4J6C6 whole entry, looked up): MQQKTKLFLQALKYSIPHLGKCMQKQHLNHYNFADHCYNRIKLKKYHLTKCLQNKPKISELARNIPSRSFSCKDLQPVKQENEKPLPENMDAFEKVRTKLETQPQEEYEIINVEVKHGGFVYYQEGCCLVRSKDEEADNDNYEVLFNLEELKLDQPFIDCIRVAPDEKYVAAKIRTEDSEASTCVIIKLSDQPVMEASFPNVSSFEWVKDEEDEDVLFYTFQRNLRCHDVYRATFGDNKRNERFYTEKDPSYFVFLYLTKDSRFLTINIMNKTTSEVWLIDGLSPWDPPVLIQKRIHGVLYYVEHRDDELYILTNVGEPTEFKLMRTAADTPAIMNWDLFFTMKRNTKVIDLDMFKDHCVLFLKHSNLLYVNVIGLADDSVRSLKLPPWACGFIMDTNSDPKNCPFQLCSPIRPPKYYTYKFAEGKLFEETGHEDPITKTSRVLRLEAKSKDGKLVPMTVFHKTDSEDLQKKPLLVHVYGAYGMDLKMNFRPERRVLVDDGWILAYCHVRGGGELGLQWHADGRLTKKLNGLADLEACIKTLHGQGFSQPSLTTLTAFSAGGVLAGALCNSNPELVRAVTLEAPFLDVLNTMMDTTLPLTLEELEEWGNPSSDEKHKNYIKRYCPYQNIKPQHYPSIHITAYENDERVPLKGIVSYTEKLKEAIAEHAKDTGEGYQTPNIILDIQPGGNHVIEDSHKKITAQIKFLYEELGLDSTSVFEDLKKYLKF
GSTO1 inh – counter-screen for RBBP9 inhibitors: inhibitors of human GSTO1; P78417; recombinant GSTO1, activity-based probe fluorescence polarization; inhibition, % at 5.96 µM; 300,000 tested, 1.1% active; AID 1974;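 active = inhibition above the campaign mean inhibition plus 3 SD, cut at about 35% in these data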;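 also: 0% = GSTO1-1 with DMSO and 100% = wells lacking GSTO1-1 enzyme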
ZTA counter – counter-screen for EBNA-1 inhibitors: inhibitors of Epstein-Barr virus ZTA; ZTA-DNA binding, fluorescence polarization; inhibition, % at 11 µM; 320,000 tested, 0.15% active; in the data active = inhibition above about 33%
Target sequence (P03206 whole entry, looked up): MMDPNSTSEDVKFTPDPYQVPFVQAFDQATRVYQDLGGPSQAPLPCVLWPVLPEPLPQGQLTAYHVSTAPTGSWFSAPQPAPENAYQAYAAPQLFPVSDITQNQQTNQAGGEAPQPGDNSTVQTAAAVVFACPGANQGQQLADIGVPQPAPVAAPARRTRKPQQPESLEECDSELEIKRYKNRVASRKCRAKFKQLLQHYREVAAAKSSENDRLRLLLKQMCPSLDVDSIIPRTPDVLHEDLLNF
PAFAH1B3 FP inh – inhibitors of human PAFAH1B3 | recombinant PAFAH1B3, FP-rhodamine probe, fluorescence polarization | inhibition, % at 3.39 µM | 340,000 tested, 0.28% active | AID 492972 | Q15102;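 active = inhibition above the screen-wide average of all tested compounds plus 3 SD, cut at about 25% in these data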;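 also: 0% = enzyme with DMSO only and 100% = wells lacking PAFAH1B3 protein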
LYPLA2 counter – LYPLA2 (human) inhibition in PME1 counter-screen; O95372; recombinant LYPLA2, FP-Rh probe fluorescence polarization; 320,000 tested, 0.38% active; inhibition, % at 5.9 µM;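 active = inhibition above the screen-wide mean plus 3 SD, limit set per campaign, cut at about 26% in these data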;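 also: 0% = LYPLA2 with DMSO and 100% = wells lacking LYPLA2 enzyme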
LYPLA1 inh – blocks human lysophospholipase 1, a PME1 counter-screen; O75608; recombinant LYPLA1, FP-Rh probe fluorescence polarization; inhibition, % at 5.9 µM; 320,000 tested, 0.16% active;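 active = inhibition above the mean of all tested compounds plus 3 SD, set per campaign, cut at about 14% in these data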;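 also: inhibitors block serine hydrolase probe labeling of LYPLA1 so polarization falls; 0% = enzyme with DMSO and 100% = wells lacking LYPLA1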
PAFAH2 FP inh – inhibitors of human PAFAH2 | recombinant PAFAH2, FP-rhodamine activity probe, fluorescence polarization | 340,000 tested, 0.99% active | Q99487 | inhibition, % at 3.39 µM;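 active = inhibition above the mean over all tested compounds plus 3 SD, cut at about 30% in these data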;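 also: inhibitors block probe labeling of enzyme so polarization drops; 0% = enzyme with DMSO and 100% = wells lacking PAFAH2 protein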
PAD4 FP inh – PAD4 (human) enzyme inhibition; inhibition, % at 6.36 µM; recombinant PAD4, RCA probe fluorescence polarization; 330,000 tested, 0.41% active; Q9UM07;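 active = percent inhibition above a cutoff equal to the mean of all tested compounds plus 3 SD, cut at about 15% in these data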;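 also: 0% = PAD4 with RCA probe and DMSO and 100% = probe without PAD4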
EBNA-1 inh – blocks EBNA-1 binding to DNA; inhibition, % at 14.8 µM; EBNA-1 DNA binding, fluorescence polarization; 300,000 tested, 0.34% active; in the data active = inhibition above about 28%
* = called active by the depositor; / = no result given.

SMILES	PREPL inh	GSTO1 inh	ZTA counter	PAFAH1B3 FP inh	LYPLA2 counter	LYPLA1 inh	PAFAH2 FP inh	PAD4 FP inh	EBNA-1 inh
CCCCNC(=O)CS(=O)Cc1nc(-c2cccs2)oc1C (stereo not drawn)	6.5	1.8	3.3	11.6	2.8	-0.4	4.7	-7.0	0.3
COc1ccc(C[C@@H]2CN3C(=NC[C@@H]3C)N2C[C@H](C)NC(=O)c2ccc(C)c(Br)c2)cc1	18.4	5.8	-17.7	5.9	7.1	1.4	4.5	4.6	1.0
Fc1cc(Br)ccc1COc1ccc(-c2nnco2)cc1	25.7	1.1	15.0	1.8	1.2	-0.3	2.3	-5.5	3.8
NC(=O)Cc1ccc(C(=O)c2ccc(Cl)cc2Cl)s1	-8.3	0.7	8.8	6.7	-2.1	-0.2	13.2	-8.2	-0.8
CSc1nnc(-c2ccc(S(=O)(=O)N3CCOCC3)cc2)n1CC1CCCO1 (stereo not drawn)	-8.0	-2.0	-7.4	-1.9	-0.8	2.1	-8.6	-0.4	-1.4
Cc1ccccc1NC(=O)c1cnn(-c2ccccc2)c1C	4.1	1.2	11.2	3.9	5.0	0.3	-4.3	-11.1	-15.4
COc1ccc2nc(C)cc(SCC(NC(C)=O)C(=O)OC(C)C)c2c1 (stereo not drawn)	-9.5	-3.6	1.7	1.4	0.3	0.8	2.5	2.8	-7.2
O=C(NCCOc1ccccc1F)C1CC(=O)N(Cc2ccccc2)C1 (stereo not drawn)	11.6	/	/	0.9	/	/	5.4	-1.1	/
FC(F)Sc1ccc(NC(=S)NC2CCCCC2)cc1	14.9	-4.1	-8.5	1.3	-0.7	-8.7	-9.4	-3.3	0.2
O=C(COc1ccccc1)N1CCN(C(=O)c2cccs2)CC1	12.4	13.0	-7.0	0.0	3.4	-0.8	-7.7	-0.9	4.2
COc1ccc(C(=O)CN2C3=NCCCN3c3ccccc32)cc1OC	4.5	2.4	-3.8	1.3	5.0	-2.3	3.6	-1.0	8.1
COC(=O)c1ccc(C(=O)OC)c(NC(=O)CS(=O)(=O)Cc2ccccc2)c1	8.2	-3.4	-5.9	4.8	-4.0	-2.3	-0.9	1.4	-11.6
O=P(O)(CCc1ccccn1)CN1CCCCC1	0.2	5.9	6.1	-3.3	0.5	-2.6	2.7	-1.5	16.1
CCOC(=O)c1[nH]c(C)c(C(=O)Nc2cccc(Cl)c2C)c1C	2.1	15.2	9.1	9.6	-5.1	-3.2	-4.4	-0.4	-1.0
COc1ccc(CCNc2ccc(C(CC(N)=O)NC(=O)c3cc(C)cc(C)c3)cc2[N+](=O)[O-])cc1 (stereo not drawn)	0.3	7.0	3.1	7.9	-1.9	-2.3	-1.3	-2.0	-2.8
CCCCCc1ccc(-c2cn(Cc3cccc(OC)c3)nn2)cc1	7.7	2.7	-10.2	2.9	-5.2	-8.5	-8.3	1.2	-3.9
Cn1c(=O)c2c(nc(NNC(=O)C(F)(F)F)n2C)n(C)c1=O	5.3	2.2	14.8	4.4	-6.3	-2.6	7.9	0.8	-9.3
O=C(OCC(=O)N1CCOCC1)c1cccc(F)c1	15.6	14.5	-19.1	-1.4	6.8	4.0	-2.4	-1.4	-1.9
COc1cccc(N2CC(C(=O)Nc3c(C(N)=O)oc4ccccc34)CC2=O)c1 (stereo not drawn)	-12.1	-0.3	0.4	2.3	2.7	-1.4	1.6	-1.7	10.6
O=C(COc1ccc(Br)cc1CNCCc1ccccc1)NCc1ccccc1	6.2	-3.5	-0.9	4.5	-2.4	-2.2	-0.8	-1.7	-9.7

Gathered by group, the compounds so far containing a Cl atom
SMILES	PREPL inh	GSTO1 inh	ZTA counter	PAFAH1B3 FP inh	LYPLA2 counter	LYPLA1 inh	PAFAH2 FP inh	PAD4 FP inh	EBNA-1 inh
NC(=O)Cc1ccc(C(=O)c2ccc(Cl)cc2Cl)s1	-8.3	0.7	8.8	6.7	-2.1	-0.2	13.2	-8.2	-0.8
CCOC(=O)c1[nH]c(C)c(C(=O)Nc2cccc(Cl)c2C)c1C	2.1	15.2	9.1	9.6	-5.1	-3.2	-4.4	-0.4	-1.0

Next results.
SMILES	PREPL inh	GSTO1 inh	ZTA counter	PAFAH1B3 FP inh	LYPLA2 counter	LYPLA1 inh	PAFAH2 FP inh	PAD4 FP inh	EBNA-1 inh
COc1ccc(NC(=S)NC(=O)Cc2ccccc2)cc1	5.4	2.4	-5.1	2.9	-6.0	-2.2	-4.3	-2.5	-4.8
CCC(=O)N/C(=N/c1nc(C)cc(C)n1)Nc1ccc(C)cc1	-1.4	-3.5	5.4	0.1	-0.9	1.2	-2.6	0.8	-6.5
COc1ccc(CNC(=O)CCc2c(C)nc3ncnn3c2C)cc1	4.8	5.6	-12.2	10.6	-10.7	-0.6	1.3	0.7	-0.9
O=C1COC(c2ccccc2)C2CCCCN12 (stereo not drawn)	-10.5	5.0	7.5	5.1	4.0	0.5	2.5	3.8	5.7
O=c1c(N2CCOCC2)nsnc1N1CCOCC1	6.2	-2.6	-7.7	5.8	10.1	2.2	9.6	-2.5	6.1
O=C(CNC(=O)c1ccco1)N/N=C/c1cc(Br)ccc1O	7.4	1.9	-17.4	-0.3	0.5	-3.2	-1.9	1.3	-3.6
CN(CCNC(=O)c1cn(C)c2ccc(S(=O)(=O)N3CCCC3)cc2c1=O)CCc1ccccc1	2.9	0.8	-4.5	3.5	-1.6	-0.5	-2.4	2.7	-0.8
CCNC(=O)c1ccccc1-c1nc(-c2ccccc2Cl)no1	-1.0	2.7	9.3	3.3	-2.9	2.4	1.5	-0.6	1.9
Cc1nc([N+](=O)[O-])c(Sc2nc3ccc([N+](=O)[O-])cc3[nH]2)n1Cc1ccccc1	3.1	4.0	5.6	5.9	-8.6	-1.2	0.5	2.3	-3.2
CCCC1=C(C(=O)OCC)C(c2sccc2C)n2ncnc2N1 (stereo not drawn)	0.9	11.1	5.9	9.8	2.4	-1.4	0.2	-4.1	1.3
CCN(CC(=O)Nc1cccc(OC)c1)C(=O)c1ccncc1	-3.0	-4.1	4.7	-5.4	-0.2	-0.2	-2.1	-1.0	16.7
Cc1nnc(SCC(=O)Nc2ccccc2)c2ccccc12	5.2	4.2	-14.5	7.6	2.7	-1.6	-8.5	8.3	-1.6
CCc1c(C)sc(NC(=O)c2cc(CC(C)C)on2)c1C#N	8.3	-23.0	-3.2	-8.9	7.9	2.1	5.6	3.1	8.9
Brc1ccc(-c2nnc(-c3ccco3)o2)cc1	0.8	-0.9	1.4	3.1	5.7	2.9	0.9	-4.3	4.9
CSc1ccc(C2Nc3cccc4cccc(c34)N2)cc1	10.0	12.4	13.9	14.1	-20.5	-17.3	0.4	-5.0	-9.9
Cc1nn(C(=O)c2c([N+](=O)[O-])cnn2C)c(C)c1Cl	16.1	-2.5	8.4	-4.6	-5.8	0.4	10.5	2.3	-5.8
Cc1cccc(NC(=O)CS(=O)(=O)c2cn(C)c3ccccc23)c1C	0.9	4.6	-7.6	11.4	0.2	-2.4	-4.3	-7.1	-15.6
Cn1nnc2cc(C(=O)NCCC3=CCCCC3)ccc21	-6.5	4.2	3.9	-3.1	0.3	-4.8	3.5	1.4	-9.0
CCCCNC(=O)Cc1cc(=O)[nH]c(=O)[nH]1	-3.0	-0.1	-12.1	2.6	-0.7	1.0	1.5	-6.2	-8.0
CCOC(=O)CCNC(=O)N1CCCC(C(=O)c2cc(C)c(OC)c(C)c2)C1 (stereo not drawn)	-5.4	2.5	13.5	2.1	-1.8	-0.4	-4.6	-0.1	9.1

Copied from the list.
Entry for Cn1nnc2cc(C(=O)NCCC3=CCCCC3)ccc21 in GSTO1 inh: 4.2
Entry for Cc1nn(C(=O)c2c([N+](=O)[O-])cnn2C)c(C)c1Cl in LYPLA1 inh: 0.4
Entry for CCc1c(C)sc(NC(=O)c2cc(CC(C)C)on2)c1C#N in LYPLA2 counter: 7.9
Entry for Brc1ccc(-c2nnc(-c3ccco3)o2)cc1 in EBNA-1 inh: 4.9
Entry for CCN(CC(=O)Nc1cccc(OC)c1)C(=O)c1ccncc1 in LYPLA1 inh: -0.2
Entry for Cc1cccc(NC(=O)CS(=O)(=O)c2cn(C)c3ccccc23)c1C in PAD4 FP inh: -7.1
Entry for CSc1ccc(C2Nc3cccc4cccc(c34)N2)cc1 in ZTA counter: 13.9

The listing continues:
SMILES	PREPL inh	GSTO1 inh	ZTA counter	PAFAH1B3 FP inh	LYPLA2 counter	LYPLA1 inh	PAFAH2 FP inh	PAD4 FP inh	EBNA-1 inh
COc1ccc(NC(=O)CSc2nnc(Cc3cccn3C)n2CCc2ccccc2)cc1OC	17.1	-0.6	-7.7	0.7	-4.4	-2.8	10.0	-1.8	-1.7
CCOc1ccc(CN2CCC(=O)NC2=O)cc1	-6.3	4.4	-15.1	1.9	-1.3	-0.2	1.1	-4.2	-8.0
COc1cccc(C=Nc2ccccc2C(=O)Nc2ccccc2)c1O	7.2	3.9	-5.9	1.2	6.3	-0.7	2.0	-4.7	-0.5
CCn1cc(C(=O)Nc2cc(C)ccc2C)c(=O)c2ccc(C)nc21	15.6	7.4	-4.4	/	2.4	0.1	/	0.9	1.3
Cc1cccc(NC(=O)CNC(=O)C(NC(=O)Cc2ccccc2)C(C)C)c1C (stereo not drawn)	5.5	/	-4.8	4.6	3.0	0.1	-4.8	1.1	/
CCOC(=O)Cn1c(O)c(N=NC(=O)CNC(=O)Cc2ccccc2)c2ccccc21	13.0	8.9	-3.1	16.9	0.6	-1.5	6.5	5.6	-4.8
Cc1c(-c2ccncc2)oc2ccc(Br)cc2c1=O	-15.3	0.5	6.7	/	5.5	-1.9	/	-3.7	5.2
O=Cc1c[nH]c2ccc(OCc3ccccc3)cc12	0.4	/	2.3	5.4	0.7	2.2	5.0	2.0	/
COc1ccc(CCNC(=O)c2cc3c(=O)n4ccccc4nc3n(Cc3ccco3)c2=N)cc1OC	18.6	7.6	11.2	-0.1	4.2	-2.4	0.2	-4.9	5.7
CCOc1ccc(-n2nc(C(=O)N3CCN(CC)CC3)c3ccccc3c2=O)cc1	12.5	1.0	-12.2	3.2	1.9	-0.7	3.6	6.4	8.8
COc1ccc(N2C(=O)/C(=C\c3ccco3)N=C2SCC(=O)N(C(C)C)C(C)C)cc1Cl	4.0	0.0	9.5	-0.1	-1.4	2.1	-2.1	-0.3	2.4
COC(=O)N/N=C\c1cccc(OC(=O)c2cccs2)c1	15.2	6.4	-14.0	/	-1.5	1.2	/	-1.2	-10.9
C=CCNC(=S)N/N=C/c1ccc(C)cc1C	-10.6	-4.5	4.3	6.8	2.7	-0.8	-3.6	1.2	-2.5

These rows are one share of the data (hit frequency here may not be typical).
